# PRC2 inh = blocks human EZH2/PRC2 H3K27 methylation. 0.35% of 57,000 active. AID 651548. DELFIA TRF, 1 h. inhibition, % at 12.5 µM. Q15910;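 active = mean inhibition of replicates at least 50% and every single replicate also reaching 50%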;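 also: dimethyl H3K27 on biotinylated H3 21-44 peptide detected by antibody; plate controls were median neutral control wells for no effect and median positive control wells for full effect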
# IDH1 mut inh = IDH1 R132H (human) inhibition; IDH1 R132H reductase, diaphorase/resazurin fluorescence, 60 min; O75874; inhibition, % at 10 µM; 0.18% of 70,000 active; AID 624101; in the data active = inhibition above about 34%;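 also: 0% = DMSO and 100% = no enzyme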
# Target sequence (O75874 whole entry R132H): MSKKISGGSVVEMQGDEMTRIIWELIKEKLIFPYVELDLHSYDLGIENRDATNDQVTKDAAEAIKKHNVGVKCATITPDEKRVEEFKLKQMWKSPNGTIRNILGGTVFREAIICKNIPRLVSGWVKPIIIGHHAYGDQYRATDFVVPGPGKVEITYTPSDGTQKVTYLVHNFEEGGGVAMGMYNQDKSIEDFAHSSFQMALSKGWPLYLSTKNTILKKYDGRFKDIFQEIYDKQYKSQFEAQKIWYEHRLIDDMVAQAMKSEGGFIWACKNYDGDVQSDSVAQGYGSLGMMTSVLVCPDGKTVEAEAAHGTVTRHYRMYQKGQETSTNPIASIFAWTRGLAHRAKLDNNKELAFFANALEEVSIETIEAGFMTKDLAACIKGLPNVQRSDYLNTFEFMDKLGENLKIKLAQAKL
# * hit, by the source's call; nt = no result given. Not all compounds are listed, so the mix of outcomes need not match the whole.
smiles	PRC2 inh	IDH1 mut inh
CC(C)(C)[S@@](=O)N1Cc2cc(C(=O)NCCN3CCCC3)nc(-c3cccc(-c4ccc(C#N)cc4)c3)c2[C@H]1CCO	-29	0.0
CCN(CC)C(=O)CSc1nc2ccccc2c(=O)[nH]1	-4	-0.1
Cc1nc(SCC(=O)Nc2ccc3ccccc3c2)n[nH]1	0	-0.2
C[C@@H]1CCCCO[C@H](CN(C)C)[C@H](C)CN([C@@H](C)CO)C(=O)c2cc(NC(=O)Nc3ccccc3)ccc2O1	-3	2.3
O=C(O)CCCCCCC(=O)N/N=C/c1ccc(S(=O)(=O)O)o1	1	0.5
C[C@H](C(=O)N(C)C[C@@H]1OCc2ccccc2-c2ccccc2C(=O)N([C@@H](C)CO)C[C@H]1C)c1ccccc1	0	nt
COc1ccc(NC(=O)N(C)C[C@@H]2OCCCC[C@H](C)Oc3ccc(NC(=O)c4ccncc4)cc3C(=O)N([C@H](C)CO)C[C@@H]2C)cc1	nt	1.0
OC[C@H]1O[C@@H](OCCc2ccccc2)[C@H](O)[C@@H](O)[C@@H]1O	nt	0.9
O=S(=O)(c1ccc(Cl)cc1)c1nc(-c2ccccc2F)oc1NCCN1CCOCC1	1	-0.5
CCOC(=O)c1sc(NC(=O)c2cnccn2)c(C(=O)OC)c1C	-6	0.0
O=C(O)C1CCCN(CCC=C(c2ccccc2)c2ccccc2)C1 (centres undefined)	nt	0.1
COCCNC(=O)C[C@@H]1C[C@H]2c3cc(NC(=O)Nc4ccccc4)ccc3O[C@H]2[C@H](CO)O1	10	-2.1
CO[C@@H]1CN(C)C(=O)c2cc(NS(=O)(=O)c3ccc(Cl)cc3)ccc2OC[C@@H](C)NC[C@@H]1C	2	0.1
Cc1nnc(SCC(=O)NCC2CCCO2)s1 (centres undefined)	2	0.4
C[C@@H]1CN([C@H](C)CO)C(=O)Cc2cc(NC(=O)c3ccncc3)ccc2O[C@H]1CN(C)S(=O)(=O)c1ccc(Cl)cc1	2	1.5
C[C@H]1CN([C@@H](C)CO)C(=O)c2c(c3ccccc3n2C)-c2ccccc2CO[C@@H]1CN(C)S(=O)(=O)c1ccccc1C#N	-24	nt
O=C(N/N=C/c1cc2c(cc1Br)OCO2)c1ccccn1	-8	0.0
O=C(CCCN1C(=O)c2ccccc2C1=O)Nc1ccccc1Cl	8	0.0
C=C(C)Cn1c(SCc2nc3ccccc3[nH]2)nc2sc3c(c2c1=O)CCCC3	-22	-0.4
COc1ccc(NC(=O)CSC2CC(=O)N(c3ccccc3)C2=O)cc1Cl (centres undefined)	-8	-0.3
COc1cccc(S(=O)(=O)N[C@@H]2C=C[C@H](CC(=O)NC3CCC3)O[C@@H]2CO)c1	4	-0.2
CC(C)NC(=O)N(C)C[C@H]1Oc2c(NC(=O)CCCCCC(=O)Nc3ccccc3N)cccc2C(=O)N([C@H](C)CO)C[C@@H]1C	-2	-0.1
CCS(=O)(=O)Nc1ccc2c(c1)C(=O)N(C)C[C@H](OC)[C@@H](C)CN(Cc1ccccn1)[C@H](C)CO2	2	-0.2
COc1ccc(NC(=O)CCc2nc(-c3ccccc3)no2)cc1	4	0.1
C[C@H](NC(=O)C[C@@H]1C=C[C@@H](NC(=O)C2CCOCC2)[C@H](CO)O1)c1ccccc1	2	0.3
C[C@@H]1CN([C@H](C)CO)S(=O)(=O)c2ccc(C3=CCCC3)cc2O[C@@H]1CN(C)C(=O)c1cnccn1	-2	5.2
COCC#Cc1cnc2c(c1)C(=O)N([C@H](C)CO)C[C@@H](C)[C@H](CN(C)C(=O)Nc1c(C)noc1C)O2	-16	0.0
C[C@H]1CN([C@@H](C)CO)C(=O)c2cc(NC(=O)Nc3ccc(C(F)(F)F)cc3)ccc2O[C@@H]1CN(C)C(=O)Nc1ccc(F)cc1	nt	5.2
C[C@@H]1CN([C@H](C)CO)S(=O)(=O)c2ccc(C3=CCCCC3)cc2O[C@@H]1CN(C)C(=O)c1ccccc1	4	1.9
CCC(=O)Nc1ccc2c(c1)OC[C@@H](C)N(C(=O)c1ccncc1)C[C@H](C)[C@H](OC)CN(C)C2=O	-10	0.2

# Single records, as listed above. Order of values: PRC2 inh | IDH1 mut inh
# COCCNC(=O)C[C@@H]1C[C@H]2c3cc(NC(=O)Nc4ccccc4)ccc3O[C@H]2[C@H](CO)O1 as listed: 10 | -2.1
# CC(C)(C)[S@@](=O)N1Cc2cc(C(=O)NCCN3CCCC3)nc(-c3cccc(-c4ccc(C#N)cc4)c3)c2[C@H]1CCO as listed: -29 | 0.0
# Cc1nnc(SCC(=O)NCC2CCCO2)s1 (centres undefined) as listed: 2 | 0.4
# CCS(=O)(=O)Nc1ccc2c(c1)C(=O)N(C)C[C@H](OC)[C@@H](C)CN(Cc1ccccn1)[C@H](C)CO2 as listed: 2 | -0.2
# C=C(C)Cn1c(SCc2nc3ccccc3[nH]2)nc2sc3c(c2c1=O)CCCC3 as listed: -22 | -0.4

# (list continues)
smiles	PRC2 inh	IDH1 mut inh
COc1cccc(-c2ccc3c(c2)O[C@H](CN(C)C(C)=O)[C@@H](C)CN([C@H](C)CO)S3(=O)=O)c1	-23	-0.3
CO[C@H]1CN(C)C(=O)c2cc(NC(=O)c3ccc(F)cc3)ccc2OC[C@@H](C)N(C)C[C@@H]1C	1	0.5
C/C=C(\C)C(=O)O[C@@H]1c2c(ccc3ccc(=O)oc23)OC(C)(C)[C@@H]1OC(C)=O	3	1.2
C[C@H]1CN([C@@H](C)CO)C(=O)CCCn2cc(nn2)CO[C@@H]1CN(C)S(=O)(=O)c1ccc2c(c1)OCCCO2	nt	0.3
[N-]=[N+]=NCc1ccccc1C[C@@]1(C(=O)N2CCOCC2)N=C(c2ccc(OCCCO)cc2)O[C@@H]1c1ccccc1	20	nt
COc1ccc(OC(=O)N(C)C[C@H]2OCc3cn(nn3)CCCC(=O)N([C@@H](C)CO)C[C@H]2C)cc1	-9	-1.0
Cc1cccc(NC(=O)c2ccccc2NC(=O)COc2ccccc2Cl)c1C	-2	0.6
Cc1ccc(-c2nnc(Nc3ccc(C(=O)N(C)C)cc3)c3ccccc23)cc1S(N)(=O)=O	-2	0.3
O=C(CCN1CCCCC1)NCC[C@@H]1CC[C@@H](NC(=O)C2CCOCC2)[C@@H](CO)O1	9	0.3
COc1ccc(S(=O)(=O)N[C@@H]2C=C[C@H](CC(=O)O)O[C@H]2CO)cc1	4	0.4
C[C@@H]1CN([C@H](C)CO)C(=O)c2cc(NC(=O)Nc3ccccc3)ccc2O[C@@H]1CN(C)S(C)(=O)=O	5	-0.1
C[C@H](CO)N1C[C@H](C)[C@@H](CN(C)S(=O)(=O)c2cn(C)cn2)OCCCC[C@H](C)Oc2ccc(NC(=O)Nc3ccc(F)cc3)cc2C1=O	nt	-2.5
COCC(=O)Nc1ccc2c(c1)OC[C@@H](C)N(C(C)=O)C[C@@H](C)[C@@H](OC)CN(C)C2=O	2	0.2
C[C@@H]1CN([C@@H](C)CO)C(=O)c2cc(NC(=O)Cn3cnnn3)ccc2O[C@H]1CN(C)C(=O)Nc1ccccc1	nt	-7.3
COc1ccc(S(=O)(=O)N(C)C[C@H]2OCCCC[C@H](C)Oc3ccc(NC(=O)NC4CCCCC4)cc3C(=O)N([C@H](C)CO)C[C@H]2C)cc1	nt	-0.1
CC(C)NC(=O)N(C)C[C@@H]1OCc2cnnn2CCCC(=O)N([C@@H](C)CO)C[C@@H]1C	nt	0.9
COc1ccccc1-c1cn(CC[C@H]2CC[C@H](NC(=O)C3CCOCC3)[C@H](CO)O2)nn1	-6	0.1
C[C@@H]1CCCCO[C@H](CN(C)C(=O)Nc2cccc3ccccc23)[C@@H](C)CN([C@H](C)CO)C(=O)c2cc(NS(=O)(=O)c3cn(C)cn3)ccc2O1	nt	4.3
C[C@@H]1CN([C@@H](C)CO)C(=O)c2cccc(NC(=O)c3cnccn3)c2O[C@@H]1CN(C)C	nt	2.6
COCC(=O)Nc1ccc2c(c1)[C@@H]1C[C@@H](CC(=O)NC3CCCCC3)O[C@H](CO)[C@@H]1O2	17	0.0
C[C@@H]1CN([C@@H](C)CO)C(=O)c2cc(NC(=O)CCC(F)(F)F)ccc2O[C@@H](C)CCCCO[C@@H]1CN(C)C(=O)CCC(F)(F)F	nt	2.3
CC(C)NC(=O)NCC[C@@H]1CC[C@@H](NS(=O)(=O)c2ccc(Oc3ccccc3)cc2)[C@H](CO)O1	-3	-0.4
COC(=O)c1cc(OC)c(OC)cc1NC(=O)COc1ccc(Cl)cc1Br	-8	0.0
COc1cccc(NC(=O)N[C@H]2C=C[C@H](CC(=O)Nc3ccc(-c4ccccc4)cc3)O[C@@H]2CO)c1	-24	0.0
O=C(C[C@@H]1C[C@H]2c3cc(NC(=O)CC4CC4)ccc3O[C@H]2[C@H](CO)O1)NCc1ccccn1	11	0.7
CO[C@H]1CN(C)C(=O)c2ccc(NC(=O)Nc3ccc(F)cc3)cc2OC[C@@H](C)NC[C@H]1C	-2	0.5
CCc1ccc(S(=O)(=O)NCC(=O)O)cc1	-3	-0.2
C[C@H]1CN([C@@H](C)CO)C(=O)CCCn2cc(nn2)CO[C@@H]1CN(C)C(=O)C1CCCCC1	0	2.5
C[C@@H]1CCCCO[C@@H](CN(C)Cc2ccc(Cl)c(Cl)c2)[C@H](C)CN([C@@H](C)CO)C(=O)c2cc(NC(=O)Nc3ccc(F)cc3)ccc2O1	nt	0.5
CS(=O)(=O)Nc1ccc2c(c1)[C@H]1C[C@H](CC(=O)NCc3cccnc3)O[C@H](CO)[C@H]1O2	1	0.0
O=C(CSc1nc(O)cc(=O)[nH]1)Nc1ccc(Br)cc1	5	0.0
C[C@@H]1CCCCO[C@H](CN(C)C)[C@@H](C)CN([C@H](C)CO)C(=O)c2cc(NC(=O)Nc3ccc(F)cc3)ccc2O1	-5	3.4
Cc1ccccc1NC(=O)CSc1ncnc2scc(-c3ccc(Cl)cc3)c12	-12	0.1
CO[C@H]1CN(C)C(=O)c2cc(NC(=O)NC(C)C)ccc2OC[C@H](C)N(C(=O)C2CCC2)C[C@@H]1C	2	-0.3
CN(C)CC(=O)Nc1ccc2c(c1)[C@H]1C[C@H](CC(=O)NCc3ccccc3F)O[C@@H](CO)[C@H]1O2	16	0.0
CNC[C@@H]1OCCCC[C@H](C)Oc2ccc(NC(=O)NC3CCCCC3)cc2C(=O)N([C@H](C)CO)C[C@@H]1C	2	nt
Cc1noc(C)c1NC(=O)N(C)C[C@H]1OCCCC[C@H](C)Oc2ccc(NC(=O)c3ccncc3)cc2C(=O)N([C@H](C)CO)C[C@@H]1C	nt	4.3
COc1ccc(S(=O)(=O)Nc2ccc3c(c2)CC(=O)N([C@H](C)CO)C[C@@H](C)[C@@H](CN(C)S(=O)(=O)c2ccccc2)O3)cc1	nt	-2.4
C[C@H]1CN([C@@H](C)CO)C(=O)c2cc(NC(=O)Nc3cccc4ccccc34)ccc2O[C@H]1CN(C)C(=O)NC1CCCCC1	-22	-1.2
C[C@H]1CN([C@@H](C)CO)S(=O)(=O)c2ccc(-c3cccnc3)cc2O[C@H]1CN(C)C(=O)c1ccc2c(c1)OCO2	-1	3.0
C[C@@H]1CN([C@@H](C)CO)C(=O)c2cc(C#Cc3ccccn3)cnc2O[C@@H]1CN(C)CC1CCOCC1	nt	-0.2
CCCC(=O)Nc1ccc2c(c1)OC[C@H](C)N(CCC)C[C@@H](C)[C@H](OC)CN(C)C2=O	-5	0.1
C[C@H]1CN([C@@H](C)CO)C(=O)CCCn2cc(nn2)CO[C@H]1CN(C)C(=O)c1ccccc1	8	0.4
CCC(=O)N1C[C@H](C)[C@H](OC)CN(C)C(=O)c2cc(NS(=O)(=O)CC)ccc2OC[C@@H]1C	7	0.3
CO[C@@H]1CN(C)C(=O)c2ccc(NC(=O)C3CC3)cc2OC[C@@H](C)N(C(=O)Nc2ccc(C(F)(F)F)cc2)C[C@H]1C	-13	0.3
COc1ccc(-c2cn(CC[C@@H]3CC[C@H](NS(=O)(=O)c4ccccc4C)[C@H](CO)O3)nn2)cc1	9	-0.4
C[C@H](NC(=O)C[C@H]1C[C@H]2c3cc(NS(C)(=O)=O)ccc3O[C@H]2[C@@H](CO)O1)c1ccccc1	-1	0.2
CC(C)[C@H](C)NC(=O)N(C)C[C@H]1OCc2ccccc2-c2c(n(C)c3ccccc23)C(=O)N([C@H](C)CO)C[C@H]1C	-2	-0.2
CN(C)C(=O)C[C@@H]1C=C[C@@H](NC(=O)NC2CCCC2)[C@@H](CO)O1	7	0.2
CC(C)NC(=O)N(C)C[C@H]1Oc2c(NC(=O)C3CCOCC3)cccc2C(=O)N([C@@H](C)CO)C[C@H]1C	8	0.0
Cc1noc(C)c1NC(=O)Nc1cccc2c1O[C@H](CN(C)Cc1ccc(-c3ccccc3)cc1)[C@H](C)CN([C@H](C)CO)C2=O	2	0.2
N#Cc1ccc(NC(=O)Cn2cnc([N+](=O)[O-])c2)cc1	-15	1.3
C[C@H](CO)N1C[C@H](C)[C@@H](CN(C)S(=O)(=O)c2ccc(F)cc2)Oc2ccc(NS(=O)(=O)c3ccccc3)cc2CC1=O	nt	-1.0
C[C@@H]1CN([C@H](C)CO)C(=O)c2cc(NC(=O)CCCCCC(=O)Nc3ccccc3N)ccc2O[C@H]1CN(C)C(=O)Nc1ccccc1	-2	nt
O=C(C[C@H]1C=C[C@H](NC(=O)C2CC2)[C@@H](CO)O1)NCc1ccncc1	-5	0.0
CC(=O)c1c(C)oc2ccc(N(C(=O)c3ccc(C)cc3)S(=O)(=O)c3cccc4cccnc34)cc12	-7	-0.3
